From PubChem
GAA inh – qHTS Assay for Inhibitors of Human alpha-Glucosidase as a Potential Chaperone Treatment of Pompe Disease | Potency, µM (highest dose often 76.9 µM), for inactives: at the top dose activity change, negative = inhibition, actives largely listed as inhibitors | purified human GAA, 4-MU-alpha-glucoside fluorescence | Lysosomal alpha-glucosidase (Homo sapiens), P10253 | actives 0.005% (n = 200,000);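 also: potency is read from the fitted curve at half-maximal effect; plate controls were uninhibited enzyme wells for no effect and no-enzyme background for full effect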
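Activity normalized between no-enzyme (basal) and enzyme-only wells. Conditions: 4 nM human enzyme, 400 uM fluorogenic substrate, citrate/phosphate pH 5.0 with Tween-20, 20 min room temperature, compounds up to 77 uM.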
LMNA splice mod – qHTS Assay for Modulators of Lamin A Splicing. HeLa LMNA splicing GFP/RFP minigene ratio, 48 h. Potency, µM (highest dose often 46.1 µM), inactives show at the highest dose ratio change, negative = inhibition, usual class: inhibitors. actives 0.01% (n = 200,000). AID 1487, 2009; active = well fitted inhibition curve with a large enough effect in the signal ratio, with a control signal flat, not every such curve was filed as active; inconclusive = small, poorly fitted or top-dose-only effect, or effect the other way, or a change in a side signal; the % refers to the signal ratio; also: potency is read from the fitted curve at half-maximal effect; % is scaled to controls: 0 for no effect and ±100 for the full control effect
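S3 HeLa stable clones carrying a lamin A-EGFP splicing minigene plus DsRed2 were seeded at 600 cells/well in Opti-MEM with 2% FBS, pin-dosed and incubated 48 h at 37°C. Acumen cytometry (488 nm) gave the GFP/RFP total-intensity ratio.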
HTT ATP protect – qHTS Multiplex Assay to Identify Dual Action Probes in a Cell Model of Huntington: Cytoprotection (ATP). PC12 HTT-Q103 induced, cytoprotection, ATP luminescence, 40 h. Potency, µM (series often up to 56.4 µM), for inactives: cytoprotection (ATP increase), usual class: activators. actives 0.14% (n = 230,000);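 also: potency is read from the fitted curve at half-maximal effect; % of control where 0% means no effect; nearly all actives have a fitted effect of over 45% in size; toxic huntingtin expression switched on by the ecdysone agonist tebufenozide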
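Compounds added alongside 100 nM tebufenozide, which induces toxic Q103 huntingtin exon 1-GFP in stable PC12 cells; surviving cells quantified by luminescent ATP measurement. Medium: phenol red-free DMEM, 5% equine and 5% calf serum.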
GAA glycogen – qHTS Assay for Inhibitors and Activators of Human alpha-Glucosidase Cleavage of Glycogen; recombinant GAA, glycogen substrate, Amplex Red glucose oxidase fluorescence; Potency, µM (titrated, usually from 76.4 µM), for the others: at the highest dose activity change, negative = inhibition, actives largely listed as inhibitors; Lysosomal alpha-glucosidase (Homo sapiens), P10253; actives 0.38% (n = 300,000);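 also: potency is read from the fitted curve at half-maximal effect; 0% = full enzyme reaction and -100% = no-enzyme basal signal; the screen sought inhibitors and activators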
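qHTS, 1536-well; enzyme 4 nM final; cpd up to 77 uM; substrate bovine liver glycogen 30 ug; 50 mM citrate/phosphate pH 5.0, 0.01% Tween-20; 37 C, 40 min; Amplex Red detection 45 min RT; Hill fit → AC50.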
aGlu spleen mod – qHTS Assay for Inhibitors and Activators of Human alpha-Glucosidase From Spleen Homogenate; Potency, µM (top dose mostly 79.9 µM), inactives show at the highest dose activity change, negative = inhibition, hits mostly inhibitors; human spleen homogenate, 4-MU-alpha-glucoside fluorescence; Lysosomal alpha-glucosidase (Homo sapiens), P10253; AID 2112, 2009; actives 0.006% (n = 240,000);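 also: potency is read from the fitted curve at half-maximal effect; 0% = enzyme with vehicle and -100% = no enzyme basal signal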
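AC50 values come from Hill-equation fits of concentration-response data, normalized to no-enzyme and full-activity controls. Enzyme source: 1 ug human spleen homogenate; 1 mM fluorogenic 4-MU glucoside, pH 5.0 citrate buffer, 37 C, 40 min.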
CBFb RUNX1 block – qHTS Assay for Compounds Blocking the Interaction Between CBF-beta and RUNX1 for the Treatment of Acute Myeloid Leukemia; 230,000 tested, under 10 active; Potency, µM (series often up to 59.8 µM), inactives show top-dose activity, negative = inhibition, actives largely listed as inhibitors; AID 1477, 2009; AlphaScreen CBFb-His/RUNX1-biotin binding, biochemical; Runt-related transcription factor 1 (Homo sapiens) + Core-binding factor subunit beta …; also: % of control where 0% means no effect
Target sequence (Q01196 whole entry, looked up): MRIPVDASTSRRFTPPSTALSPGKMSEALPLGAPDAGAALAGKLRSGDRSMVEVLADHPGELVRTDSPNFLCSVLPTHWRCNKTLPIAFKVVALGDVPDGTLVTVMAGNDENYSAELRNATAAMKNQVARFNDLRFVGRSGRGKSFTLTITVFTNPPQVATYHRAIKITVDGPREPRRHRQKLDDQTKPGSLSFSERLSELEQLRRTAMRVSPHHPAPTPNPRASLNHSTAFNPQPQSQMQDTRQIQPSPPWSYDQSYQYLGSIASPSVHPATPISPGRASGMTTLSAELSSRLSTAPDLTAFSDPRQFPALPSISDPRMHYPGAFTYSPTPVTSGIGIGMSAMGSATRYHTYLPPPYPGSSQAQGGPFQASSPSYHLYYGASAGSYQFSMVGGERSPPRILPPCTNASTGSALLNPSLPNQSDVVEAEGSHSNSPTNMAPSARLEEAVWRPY
Target sequence (Q13951 whole entry, looked up): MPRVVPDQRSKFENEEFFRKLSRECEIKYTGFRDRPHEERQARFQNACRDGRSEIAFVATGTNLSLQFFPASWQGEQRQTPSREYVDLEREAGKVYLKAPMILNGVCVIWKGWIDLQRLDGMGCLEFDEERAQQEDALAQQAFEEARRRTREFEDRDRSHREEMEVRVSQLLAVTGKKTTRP
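Compounds were screened at multiple concentrations against a preformed CBF-beta(His)/RUNX1(biotin) complex (30 nM of each) for 15 min at room temperature, followed by 90 min with nickel and streptavidin beads and AlphaScreen reading.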
HttQ103 aggreg – qHTS Multiplex Assay to Identify Dual Action Probes in a Cell Model of Huntington: Aggregate Formation (GFP); PC12 HttQ103-GFP aggregates, Acumen cytometry, 40 h; AID 1688, 2009; Potency, µM (doses to about 46.1 µM), inactives show at the top dose activity change, negative = inhibition, most hits filed as inhibitors; actives 1.1% (n = 220,000); also: potency is read from the fitted curve at half-maximal effect; % is scaled to controls: 0 for no effect and ±100 for the full control effect; nearly all actives have a fitted effect of over 60% in size
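PC12/HTTQ103-GFP, ecdysone-inducible; teb 100 nM; cpd qHTS titration; GFP aggregates read on laser cytometer, Ex 488/Em 500-530 nm.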
An asterisk follows results filed as active; [ ] = remark or other dose. Unless noted, calls follow the shape of the dose curve; as a rule, active = well fitted curve in the direction sought with a large enough effect; inconclusive = small, poorly fitted or top-dose-only effect, or another doubt; inactive = no such curve, though single readings can be large; an effect the other way counts as inactive or inconclusive.

Screening COc1cc(/C=C(\C#N)C(=O)NCC2CCCO2)cc(OC)c1OC (centres undefined) returned GAA inh -5%, HTT ATP protect 4%[10 µM], GAA glycogen 19%, aGlu spleen mod -2%, CBFb RUNX1 block 12% and HttQ103 aggreg -11%[9.22 µM].
For CCOc1cccc(-c2nnc3sc(-c4cccs4)nn23)c1 the results were GAA inh -4%, LMNA splice mod -2%, HTT ATP protect -32%, GAA glycogen -3%, aGlu spleen mod -1%, CBFb RUNX1 block 8% and HttQ103 aggreg -18%.
Screening N#CC1(NC(=O)CN2CCN(S(=O)(=O)c3ccccc3F)CC2)CCCC1 returned HTT ATP protect 11%[10 µM], GAA glycogen 2%, aGlu spleen mod 0%, CBFb RUNX1 block 1% and HttQ103 aggreg 22%[9.22 µM].
For CCN(CC)c1ccc(/C=C/c2cc(-c3ccccc3)c3ccccc3n2)cc1 the results were GAA inh -5%, HTT ATP protect -3%[10 µM], GAA glycogen 4%, aGlu spleen mod -4%, CBFb RUNX1 block inconclusive and HttQ103 aggreg 7%[9.22 µM].
`O=C(CSc1nnnn1C1CCCC1)N1CCCc2ccccc21` gave GAA inh 7%, LMNA splice mod 5%, HTT ATP protect 19%, GAA glycogen -9%, aGlu spleen mod -8%, CBFb RUNX1 block 3% and HttQ103 aggreg -20%.
For COP(=O)(OC)c1nc(-c2cccc3ccccc23)oc1N1CCOCC1 the results were GAA inh 8%, LMNA splice mod -1%, HTT ATP protect -2%[10 µM], GAA glycogen 3%, aGlu spleen mod 1%, CBFb RUNX1 block -1% and HttQ103 aggreg 2%.
Screening CCCCc1nc2ccccc2c(=O)n1NC(=O)c1c(O)c2c(n(CC(C)C)c1=O)CCCC2 returned GAA inh -10%, LMNA splice mod inconclusive, HTT ATP protect -5%, GAA glycogen -1%, aGlu spleen mod 1%, CBFb RUNX1 block 1% and HttQ103 aggreg 0%.
COc1ccc(OC)c(-n2c(=S)[nH]c3c(sc(=S)n3-c3ccccc3)c2=O)c1 was read as GAA inh 2%, HTT ATP protect -34%[inhibitor], GAA glycogen 3%, aGlu spleen mod 1%, CBFb RUNX1 block -3% and HttQ103 aggreg 3%.
`O=C1CCCc2[nH]nc(-c3cccnc3)c21` gave GAA inh 0%, LMNA splice mod 11%, HTT ATP protect -35%, GAA glycogen 4%, aGlu spleen mod -2%, CBFb RUNX1 block -13% and HttQ103 aggreg -4%.
`O=S(=O)(O)c1nnc2sc3ccccc3n12` gave GAA inh -9%, LMNA splice mod 4%, HTT ATP protect -6%, GAA glycogen 3%, aGlu spleen mod -1%, CBFb RUNX1 block 2% and HttQ103 aggreg 0%.
For CCCOc1ccc(N2C(=O)CC(N(Cc3ccco3)C(C)=O)C2=O)cc1 (centres undefined) the results were GAA inh 6%, LMNA splice mod inconclusive, GAA glycogen -1%, aGlu spleen mod 3% and CBFb RUNX1 block 2%.
Cc1nc2c(cnn2-c2ccccc2)c(=O)n1/N=C/c1ccccc1 was read as HTT ATP protect 13%[10 µM], GAA glycogen 5%, aGlu spleen mod 3%, CBFb RUNX1 block 12% and HttQ103 aggreg 19%[9.22 µM].

The last two compounds of the section above come first, to join the parts.
For CCCOc1ccc(N2C(=O)CC(N(Cc3ccco3)C(C)=O)C2=O)cc1 (centres undefined) the results were GAA inh 6%, LMNA splice mod inconclusive, GAA glycogen -1%, aGlu spleen mod 3% and CBFb RUNX1 block 2%.
Cc1nc2c(cnn2-c2ccccc2)c(=O)n1/N=C/c1ccccc1 was read as HTT ATP protect 13%[10 µM], GAA glycogen 5%, aGlu spleen mod 3%, CBFb RUNX1 block 12% and HttQ103 aggreg 19%[9.22 µM].
Screening c1ccc(Cc2nnc3sc(-c4cccnc4)nn23)cc1 returned GAA inh 0%, LMNA splice mod 19%, HTT ATP protect 26%, GAA glycogen 7%, aGlu spleen mod 6%, CBFb RUNX1 block 6% and HttQ103 aggreg -20%.
Cc1nn(Cc2ccc(Cl)c(Cl)c2)c(C)c1NC(=O)c1cc(CC(C)C)on1 was read as GAA inh -9%, LMNA splice mod inconclusive, HTT ATP protect 15%, GAA glycogen -6%, aGlu spleen mod 2%, CBFb RUNX1 block 19% and HttQ103 aggreg 10µM*.
CC(=O)N1N=C(c2ccc(Cl)cc2)OC1(C)C was read as GAA inh 2%, LMNA splice mod -13%, HTT ATP protect -12%[10 µM], GAA glycogen 9%, aGlu spleen mod -10%, CBFb RUNX1 block 3% and HttQ103 aggreg -1%.
`CCN(CC)S(=O)(=O)c1ccc(NC(=O)COC(=O)c2cnc(C)cn2)cc1` gave GAA inh 1%, LMNA splice mod 2%[46 µM], HTT ATP protect -8%, GAA glycogen 7%, aGlu spleen mod 1%, CBFb RUNX1 block 4% and HttQ103 aggreg 1%.
Screening C/C(=N\NC(=O)C(N)=O)c1ccc(OC(F)F)cc1 returned GAA inh 0%, LMNA splice mod inconclusive, HTT ATP protect -46%[inhibitor], GAA glycogen 10%, aGlu spleen mod 4%, CBFb RUNX1 block 9% and HttQ103 aggreg 2%.
`CCOCCCNC(=O)c1c[nH]c2c(CC)cccc2c1=O` gave GAA inh 6%, HTT ATP protect 7%[10 µM], GAA glycogen -14%, aGlu spleen mod 2%, CBFb RUNX1 block 4% and HttQ103 aggreg 7%[9.22 µM].
Screening O=C(CCCOc1ccc(Cl)cc1Cl)Nc1ccccc1C(=O)O returned HTT ATP protect -14%[10 µM], GAA glycogen -3%, aGlu spleen mod -4%, CBFb RUNX1 block 7% and HttQ103 aggreg -15%[9.22 µM].
For Cc1cccnc1CCNC(=O)CCc1nnc(-c2ccccc2)o1 the results were GAA inh -3%, HTT ATP protect -16%, GAA glycogen 6%, aGlu spleen mod -2%, CBFb RUNX1 block 6% and HttQ103 aggreg 5%.
For NNc1nc(-c2ccccc2)cs1 the results were GAA inh 7%, LMNA splice mod 5%[46 µM], HTT ATP protect -20%, GAA glycogen -25%, aGlu spleen mod 1%, CBFb RUNX1 block -10% and HttQ103 aggreg 17%.
O=C(NCC#CCOCc1ccccc1)c1ccccc1 was read as GAA inh -2%[15.4 µM], LMNA splice mod 3%, GAA glycogen -16%, aGlu spleen mod -2%, CBFb RUNX1 block 4% and HttQ103 aggreg 19%.
CCOC(=O)C1CCCN(C(=O)COc2ccccc2F)C1 (centres undefined) was read as GAA inh 10%, LMNA splice mod 7%[46 µM], HTT ATP protect -13%, GAA glycogen 4%, aGlu spleen mod -26%, CBFb RUNX1 block 6% and HttQ103 aggreg 12%.
`O=C(O)Cc1sc(NCc2ccco2)nc1-c1ccccc1` gave GAA inh -14%, LMNA splice mod 2%[46 µM], HTT ATP protect 11%[10 µM], GAA glycogen -16%, aGlu spleen mod -5%, CBFb RUNX1 block -15% and HttQ103 aggreg 10%[9.22 µM].
For COc1cc(C(=O)Nc2nc3ccccc3[nH]2)cc(OC)c1OC the results were GAA inh -2%, LMNA splice mod -6%, HTT ATP protect 18%[10 µM], GAA glycogen 5%, aGlu spleen mod 1%, CBFb RUNX1 block 1% and HttQ103 aggreg -12%.
For COc1ccc(NC(=O)CSCC(=O)NCCc2ccccn2)cc1 the results were GAA inh -6%, HTT ATP protect -26%, GAA glycogen 4%, aGlu spleen mod 0%, CBFb RUNX1 block -12% and HttQ103 aggreg -2%.
Screening Cn1c(CO)cnc1S(=O)(=O)Cc1ccc([N+](=O)[O-])cc1 returned GAA inh -12%, LMNA splice mod 0%, HTT ATP protect 3%[10 µM], GAA glycogen 3%, aGlu spleen mod -11%, CBFb RUNX1 block 24% and HttQ103 aggreg 20%.
`COCCn1c(SCC(=O)Nc2cc(C)on2)nc2c(c1=O)SC(C)C2` (centres undefined) gave HTT ATP protect -10%[10 µM], GAA glycogen 0%, aGlu spleen mod -6%, CBFb RUNX1 block -5% and HttQ103 aggreg -19%[9.22 µM].
Screening COc1ccc(C(=O)Nc2ccc3c(c2)nc2n3CCSC2)cc1 returned GAA inh 5%, LMNA splice mod 18%, HTT ATP protect 5%, GAA glycogen 10%, aGlu spleen mod -1%, CBFb RUNX1 block 0% and HttQ103 aggreg 32%.
`Cc1nnc(SCc2cc(=O)oc3ccc4ccccc4c23)n1Cc1ccccc1` gave GAA inh 1%, LMNA splice mod -10%, HTT ATP protect 27%[10 µM], GAA glycogen -3%, aGlu spleen mod 4%, CBFb RUNX1 block -4% and HttQ103 aggreg -8%.
`O=c1c2ccccc2n(Cc2ccccc2F)c(=O)n1Cc1ccccc1F` gave GAA inh 1%, LMNA splice mod 21%, HTT ATP protect 4%, GAA glycogen 4%, aGlu spleen mod -2%, CBFb RUNX1 block 2% and HttQ103 aggreg 28%.
For Cc1cc(=O)[nH]c(N/N=C/c2cc(C)n(-c3ccccc3)c2C)n1 the results were HTT ATP protect 7%[10 µM], GAA glycogen -13%, aGlu spleen mod -2%, CBFb RUNX1 block inconclusive and HttQ103 aggreg -15%[9.22 µM].
O=C(O)CCn1c2c(c3ccccc31)CCCC2 was read as GAA inh -8%, LMNA splice mod 1%, HTT ATP protect 9%, GAA glycogen -1%, aGlu spleen mod -4%, CBFb RUNX1 block -2% and HttQ103 aggreg 13%.
Screening Nc1nc2n(n1)C(c1ccco1)CC(c1ccc(F)cc1)N2 (centres undefined) returned GAA inh inconclusive, LMNA splice mod -9%, HTT ATP protect -3%, GAA glycogen 13%, aGlu spleen mod 1%, CBFb RUNX1 block -3% and HttQ103 aggreg 9%.
`Cc1nn(C)c(C)c1S(=O)(=O)N1CCC(CO)(CC2CCCCO2)CC1` (centres undefined) gave GAA inh 4%, LMNA splice mod -8%[46 µM], HTT ATP protect -5%[10 µM], GAA glycogen -3%, aGlu spleen mod -6%, CBFb RUNX1 block 4% and HttQ103 aggreg -13%[9.22 µM].
CCN1C(=O)/C(=C/c2nc3ccccc3c(=O)[nH]2)c2ccccc21 was read as GAA inh -1%, LMNA splice mod -8%, HTT ATP protect 10%[10 µM], GAA glycogen -1%, aGlu spleen mod -3%, CBFb RUNX1 block -2% and HttQ103 aggreg -17%.
